Screens: PubChem BioAssay, Sanford-Burnham Center for Chemical Genomics
SUMO1-SIM PPI – SUMO1-SIM interaction modulation. inhibition, % at 20 µM. P63165. actives 0.33% (n = 360,000). SUMO1 binding to a labelled peptide, TR-FRET, 1 h; in the data active = inhibition above about 37%
Target sequence (P63165 whole entry, looked up): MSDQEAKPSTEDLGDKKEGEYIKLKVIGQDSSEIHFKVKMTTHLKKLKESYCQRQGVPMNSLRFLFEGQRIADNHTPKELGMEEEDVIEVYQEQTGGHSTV
STEP inh – blocks human striatal-enriched tyrosine phosphatase | P54829 | actives 0.25% (n = 360,000) | inhibition, % at 20 µM | recombinant STEP, OMFP fluorogenic substrate, fluorescence;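 active = inhibition at 20 µM, scaled per plate between control wells, above about 37%, limit read from the data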;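 also: 0% = DMSO with enzyme and substrate and 100% = substrate only without enzyme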
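material = STEP tyrosine phosphatase | reagent = fluorogenic phosphatase substrate OMFP at 25 µM final | doses = single compound dose of 20 µM, 1% DMSO final | schedule = 20 min reaction, room temperature, in the dark | measured by = fluorescence, 480/540 nm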
CendR NRP1 mod – modulators of CendR peptide binding to human neuropilin-1. FAM-RPARPAR peptide binding to NRP-1, fluorescence polarization. inhibition, % at 25 µM. actives 0.85% (n = 360,000);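 active = inhibition or corrected inhibition above about 18%, plus a signal ratio from 0.5 to 1.5, limit read from the data, passing the limit was not always enough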; also: strong numbers were not always called active
Target sequence (O14786 whole entry, looked up): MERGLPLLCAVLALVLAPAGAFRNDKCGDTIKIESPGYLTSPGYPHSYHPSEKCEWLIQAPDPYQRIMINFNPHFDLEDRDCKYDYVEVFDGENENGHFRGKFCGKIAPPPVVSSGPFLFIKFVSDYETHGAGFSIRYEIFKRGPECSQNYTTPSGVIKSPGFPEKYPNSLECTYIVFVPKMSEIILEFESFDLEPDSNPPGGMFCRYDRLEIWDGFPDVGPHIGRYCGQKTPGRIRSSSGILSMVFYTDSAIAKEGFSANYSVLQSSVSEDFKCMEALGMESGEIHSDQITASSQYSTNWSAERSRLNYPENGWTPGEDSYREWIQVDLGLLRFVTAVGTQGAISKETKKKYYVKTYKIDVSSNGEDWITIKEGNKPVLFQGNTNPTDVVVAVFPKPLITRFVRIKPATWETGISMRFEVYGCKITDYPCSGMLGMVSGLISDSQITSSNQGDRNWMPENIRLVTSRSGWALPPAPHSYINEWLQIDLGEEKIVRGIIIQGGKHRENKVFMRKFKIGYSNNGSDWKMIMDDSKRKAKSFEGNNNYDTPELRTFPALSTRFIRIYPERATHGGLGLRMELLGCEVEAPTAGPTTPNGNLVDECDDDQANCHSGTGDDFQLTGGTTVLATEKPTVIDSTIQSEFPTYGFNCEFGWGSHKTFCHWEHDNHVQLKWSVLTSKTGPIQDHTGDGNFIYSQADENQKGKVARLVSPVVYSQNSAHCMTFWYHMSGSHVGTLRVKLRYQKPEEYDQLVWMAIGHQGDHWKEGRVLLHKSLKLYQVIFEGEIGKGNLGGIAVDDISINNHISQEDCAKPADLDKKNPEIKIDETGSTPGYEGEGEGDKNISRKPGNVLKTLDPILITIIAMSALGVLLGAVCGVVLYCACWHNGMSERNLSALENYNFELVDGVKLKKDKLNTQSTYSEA
Rpn11 inh – blocks the human proteasome subunit Rpn11 | calls only at 20 µM | AID 588493 | actives 0.59% (n = 360,000) | human 26S proteasome, Ub4-pepOG fluorescence polarization; 20S core pre-blocked with epoxomicin;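 active = inhibition at 20 µM, scaled to each plate's controls, above about 33%, limit read from the data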
DNMT1 inh – inhibitors of human DNMT1; P26358; DNMT1 molecular beacon, Hinp1I cleavage, fluorescence; inhibition (reported as % activation of signal), % at 10 µM; actives 0.83% (n = 360,000); in the data active = inhibition above about 50%
Scp-1 inhibitor – inhibitors of human Scp-1 phosphatase. inhibition, % at 20 µM. Recombinant Scp1, phosphopeptide, malachite green phosphate absorbance. actives 0.88% (n = 340,000). Q9GZU7;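 active = inhibition above about 50% at 20 µM, limit read from the data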;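 also: plate controls were DMSO wells with enzyme for no effect and wells lacking enzyme for full effect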
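Material – SCP-1 phosphatase catalytic domain, residues 76-261 · Buffer or medium – Acidic Tris acetate buffer with magnesium and detergent · Also added – Phospho 17-mer peptide substrate · Compound – single 20 µM dose, 1% DMSO · Times – 45 min room-temperature reaction, 5 min colour, 30 min stabiliser · Technique – Phosphate-binding colour reagent, absorbance read at 630 nm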
LMPTP block – blocks human LMPTP phosphatase. P24666. inhibition, % at 20 µM. actives 0.22% (n = 360,000). recombinant LMPTP-A, OMFP fluorogenic substrate, fluorescence intensity;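 active = compounds that cut the enzyme signal by at least half of the control window in the single-dose screen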;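 also: plate controls were DMSO wells with enzyme plus substrate for no effect and substrate without enzyme for full effect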
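Assay system: LMPTP-A, protein tyrosine phosphatase of low molecular weight / Medium: pH 6.0 Bis-Tris buffer with DTT and Triton X-100 / Schedule: 50 min enzyme reaction at room temperature, protected from light / Measured by: endpoint fluorescence intensity from OMFP dephosphorylation / Read-out basis: % inhibition relative to no-enzyme and uninhibited control wells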
SKN-1 block – C. elegans SKN-1 inhibition. C. elegans VP596 Pgst-4::GFP/RFP ratio, acrylamide-induced, 24 h. AID 624304. actives 0.49% (n = 360,000). inhibition, % at 21.8 µM;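 active = interference check ratio from 0.5 to 1.5 plus GFP to RFP signal ratio inhibition reaching or exceeding a fixed threshold, cut at about 30% in these data, passing the limit was not always enough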; also: some compounds called inactive have numbers as strong as hits
MT1-MMP act inh – blocks activation of human MT1-MMP; P50281; HT1080 RFP-PRO-GFP cells, GFP/RFP ratio fluorescence, overnight; percent of plate control window, DMSO zero; GFP/RFP ratio change, % at 20 µM; actives 0.061% (n = 360,000); AID 651647;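 active = GFP/RFP ratio change of at least 30% with cell ATP level not reduced by more than half and red fluorescence within 50% of control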; also: strong numbers were not always called active
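Material – HT1080 RFP-PRO-GFP cells · Control set – DMSO wells and RFP-L50D-GFP cells · Incubation – overnight cell settling, then overnight compound exposure, 37 °C, 5% CO2 · Compound dosing – single-point 20 µM compound, 1% DMSO · Read-out – GFP/RFP fluorescence ratio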
NadD inh – inhibitors of Staphylococcus aureus NadD | purified NadD enzyme, colorimetric absorbance read-out | inhibition, % at 20 µM | actives 0.78% (n = 360,000); in the data active = inhibition above about 26%; also: some compounds past the cut are filed as inactive
Starred values were filed as active, the others as inactive; i = inactive; x = not tested or not shown. Outcome played no part in choosing rows; any-hit rate near 3.9%.

SMILES	LMPTP block	NadD inh	STEP inh	SUMO1-SIM PPI	MT1-MMP act inh	CendR NRP1 mod	DNMT1 inh	Rpn11 inh	Scp-1 inhibitor	SKN-1 block
O=C1NC(c2ccccc2)CCO1 (stereo not given)	-0.7	3.7	1.1	-0.1	0.6	-7.0	2.8	i	7.9	-1.1
CCC(C)Sc1ccc([C@@H]2[C@H]3C(=O)N(C)C(=O)[C@H]3[C@]3(C(=O)OC)CCCN23)cc1 (stereo not given in full)	1.2	-1.1	0.3	6.0	8.4	-12.2	3.0	i	-0.2	4.3
O=C(CN1CCN(c2ccc(F)cc2)CC1)NCC1CCCO1 (stereo not given)	-0.5	-3.0	-3.5	-1.9	1.0	-6.8	3.9	i	-9.7	21.2
S=C(NCc1cccnc1)Nc1cccc2ccccc12	-0.4	-3.5	1.5	-5.4	-3.2	2.5	-2.4	i	-8.0	-5.6
Cc1cc(C)n(CC(O)Cn2ccc3ccccc32)n1 (stereo not given)	1.2	3.4	0.2	3.9	6.6	-3.3	-3.6	i	-6.4	-3.3
O=S(=O)(NCc1cccnc1)c1ccccc1	-3.2	-3.3	-0.7	2.1	0.1	11.4	3.5	i	-6.5	16.1
Cc1csc(NC(=O)CSc2ccc([N+](=O)[O-])cn2)n1	-0.6	0.3	0.0	-18.5	-1.3	11.0	-2.4	i	4.0	13.5
CCOc1cc(C(=O)Nc2cc3c(cc2N2CCOCC2)n(C)c(=O)n3C)cc(OCC)c1OCC	-0.3	-6.6	-0.9	6.5	2.6	-1.6	1.3	i	-9.6	9.2
Cc1ccc(S(=O)(=O)C2(C(=O)NC3CCCC3)CC2)cc1	-1.2	-4.7	-4.4	-2.7	3.3	6.0	2.8	i	-4.3	12.6
COc1ccc(Cl)cc1NC(=O)CN(C)C(=O)c1cc2ccccc2cc1OC	0.9	-3.6	2.5	0.4	2.8	9.5	-5.3	i	1.2	5.6
CCCCOn1c(C)c(C(C)=O)c2c3no[n+]([O-])c3ccc21	0.9	-0.7	-1.0	-1.4	-10.0	13.2	0.2	i	-3.2	11.8
OCC1(Cc2ccccc2)CCCN(Cc2ccc3c(c2)OCCO3)C1 (stereo not given)	-1.3	-7.1	-2.0	0.2	-5.8	3.3	-0.8	i	15.4	6.6
CCOc1ccccc1NC(=O)COC(=O)C1CC(=O)N(c2c(C)cccc2C)C1 (stereo not given)	-1.0	-2.0	-1.9	-3.0	0.5	15.8	2.3	i	-0.6	-33.3
CCOc1ccc(Nc2nc(NCC(=O)O)nc(N)c2[N+](=O)[O-])cc1	-0.3	-6.1	1.8	-28.8	-3.4	6.1	-0.6	i	-7.1	14.1
CCOc1ccc(-n2c(Cc3cc(=O)[nH]c(=O)[nH]3)nnc2SC(C)C(=O)OC)cc1 (stereo not given)	-1.4	0.3	0.7	-2.2	0.2	1.0	-0.7	i	x	11.0
CCN=C1S/C(=C\c2cn(CC(=O)NCc3ccco3)c3ccccc23)C(=O)N1CC	0.9	4.4	-1.5	1.6	-4.8	-39.3	24.7	i	-4.9	14.9

Three compounds from above, arranged by their value in LMPTP block, ascending.
structure	LMPTP block
CCOc1ccccc1NC(=O)COC(=O)C1CC(=O)N(c2c(C)cccc2C)C1 (stereo not given)	-1.0
CCOc1ccc(Nc2nc(NCC(=O)O)nc(N)c2[N+](=O)[O-])cc1	-0.3
CCN=C1S/C(=C\c2cn(CC(=O)NCc3ccco3)c3ccccc23)C(=O)N1CC	0.9

Other results.
SMILES	LMPTP block	NadD inh	STEP inh	SUMO1-SIM PPI	MT1-MMP act inh	CendR NRP1 mod	DNMT1 inh	Rpn11 inh	Scp-1 inhibitor	SKN-1 block
CC(=O)Nc1nnc(-c2ccc3c(c2)CCCC3)o1	-0.3	7.9	1.3	2.9	6.3	-1.4	-0.1	i	-12.2	11.9
CC(=O)NC(Cc1ccccc1)C(=O)N1CCN(C(=S)NCC(C)C)CC1 (stereo not given)	-0.6	-3.9	-0.2	3.5	2.8	-2.5	-2.3	i	0.2	6.1
O=c1c2cnn(-c3ccc(F)cc3)c2ncn1Cc1ccc(F)cc1	-0.9	-5.7	1.4	3.1	-0.5	-15.5	0.2	i	-4.2	-24.3
COc1ccc(-c2sc3ccc(OC)cc3c2-c2ccc(O)cc2)cc1	1.2	-4.3	-3.0	0.9	1.6	-2.5	-30.3	i	-5.0	-9.2
COc1cccc(NC(=O)CN2C(=O)COc3ccc(C)cc32)c1	-0.7	0.9	0.2	1.7	7.9	2.1	1.3	i	-2.8	-12.1
O=C(NCc1cccnc1)Nc1cccc(F)c1	-1.5	-0.6	-0.8	-2.8	-0.6	-4.2	4.2	i	-4.0	-0.6
C[C@@H]1CCCCO[C@H](CN(C)S(=O)(=O)c2cccs2)[C@H](C)CN([C@@H](C)CO)C(=O)c2cc(NC(=O)NC3CCCCC3)ccc2O1	0.8	11.4	1.7	1.4	-4.8	-20.1	-11.5	i	x	7.3
COCCNC(=O)c1ccc(CS(=O)(=O)c2ccccc2)o1	-1.0	1.1	5.3	0.3	4.6	12.7	0.1	i	-7.3	-4.0
COc1ccccc1CNc1nc2cc(-c3ccsc3)sc2c(=O)n1C	3.6	12.8	-1.0	-24.0	-3.3	20.2	-7.0	i	x	0.3
Cc1ncoc1C(=O)Nc1ccc2c(c1)OCCO2	-0.7	-2.2	0.1	2.9	4.8	-8.0	-1.8	i	2.8	-2.7
CCc1nc2c(OCC(=O)C(C)(C)C)cccn2c1N(C)C(=O)c1ccco1	-0.1	5.3	1.0	0.6	3.6	0.5	0.0	i	x	-5.3
COc1ccc(C(C(=O)NC2CCCCC2)N(C(=O)CCl)c2cccc(Cl)c2)cc1 (stereo not given)	-0.1	1.6	0.1	6.1	x	-3.6	34.7	i	-33.6	-7.2
O=C(O)Cc1ccc(S(=O)(=O)Nc2ccccc2C(=O)O)cc1	0.1	-2.4	-1.0	5.6	2.4	-6.4	-0.3	i	-1.8	5.3
CCOC(=O)C1CCN(C(=O)Cc2cccs2)CC1	-2.0	-1.8	-3.2	-1.7	-0.6	-6.1	7.5	i	-4.8	-0.9
CC(=O)Cc1c(C(=O)O)c(C)nn1-c1ccccc1	-0.1	0.1	3.3	-0.2	0.7	2.5	-2.3	i	-2.9	5.8
COc1ccc(S(=O)(=O)N(CC(=O)N2CCN(C)CC2)c2ccc(C)cc2)cc1OC	-2.9	-5.4	1.8	-1.8	-3.9	8.1	5.4	i	-1.3	-2.3
COc1ccc(Nc2cc(C)nc3ncnn23)cc1	0.3	-2.2	-0.7	-0.4	3.4	3.2	0.2	i	25.5	0.5
COc1cc(C(=O)Nc2ccc(-c3nnc(-c4ccco4)o3)cc2)cc(OC)c1OC	-0.2	-13.9	2.0	2.1	12.4	-7.7	-6.2	x	-2.2	3.3
CCCc1ccc(OCc2ccc(C(=O)N/N=C/c3cccc([N+](=O)[O-])c3)o2)c(OC)c1	0.1	10.6	5.9	-0.9	3.5	-4.8	42.1	i	-4.8	-9.4
Cc1nc(NCCCn2ccnc2)c2ccccc2n1	35.4	6.1	-4.1	-1.2	0.5	-1.4	-3.3	i	0.2	7.8
O=C(Cc1c(F)cccc1Cl)NNC(=O)c1cccs1	-1.7	0.8	4.8	5.0	-4.0	3.8	-1.7	i	-4.9	-0.8
Cc1c(CCO)c(=O)[nH]n1S(=O)(=O)c1ccc(Cl)cc1Cl	0.0	0.2	2.2	4.1	-3.8	7.6	0.1	i	-4.0	-11.7
CCOC(=O)c1nc(C)n(-c2cc(Cl)ccc2Cl)n1	-1.6	3.5	-0.7	1.3	3.1	-15.6	8.8	i	-4.6	0.0
Cc1ccc(NC2=CC(=O)CC(C)(C)C2)cc1Cl	-1.1	-4.2	-1.6	-0.6	2.8	-8.6	-0.6	i	-3.0	5.4

Laid out differently: entries from further up
LMPTP block	NadD inh	STEP inh	SUMO1-SIM PPI	MT1-MMP act inh	CendR NRP1 mod	DNMT1 inh	Rpn11 inh	Scp-1 inhibitor	SKN-1 block	SMILES
0.1	10.6	5.9	-0.9	3.5	-4.8	42.1	i	-4.8	-9.4	CCCc1ccc(OCc2ccc(C(=O)N/N=C/c3cccc([N+](=O)[O-])c3)o2)c(OC)c1
35.4	6.1	-4.1	-1.2	0.5	-1.4	-3.3	i	0.2	7.8	Cc1nc(NCCCn2ccnc2)c2ccccc2n1

Later entries:
SMILES	LMPTP block	NadD inh	STEP inh	SUMO1-SIM PPI	MT1-MMP act inh	CendR NRP1 mod	DNMT1 inh	Rpn11 inh	Scp-1 inhibitor	SKN-1 block
CSc1ccc(S(=O)(=O)Nc2ccc3c(c2)OCCO3)cc1	0.3	0.1	1.3	3.6	3.2	-11.2	1.7	i	-15.5	8.3
Cc1ccc(NC(=O)CC2Oc3ccccc3NC2=O)c(C)c1 (stereo not given)	-1.4	-2.1	-0.8	0.9	0.2	-15.1	-2.8	i	-6.1	2.8
CCCCN1C(=O)N(c2ccccc2Cl)C(C)(O)CC1(C)C (stereo not given)	-1.1	-2.6	1.1	1.6	3.1	7.9	3.4	i	-4.2	12.0
C[C@@H]1CN([C@H](C)CO)C(=O)c2c(c3ccccc3n2C)-c2ccccc2CO[C@H]1CN(C)Cc1ccccc1	-2.4	-1.9	0.0	0.5	-4.6	-3.4	-6.5	i	x	-9.7
CCCCC1Cc2[nH]c(=S)[nH]c(=O)c2C(c2ccc3ccccc3c2)O1 (stereo not given)	-1.2	19.8	x	2.5	3.0	-4.6	x	x	x	15.5
Cc1ccc(OCc2cc(C(=O)N(C)Cc3cnc4ccccn34)no2)cc1C	2.1	-0.7	6.7	2.9	-3.8	-8.8	-5.1	i	-3.8	4.5
Nc1n[nH]c(N)c1N=Nc1ccc2c(c1)OCO2	0.5	1.2	-0.7	-13.8	3.1	-9.6	-21.5	i	-10.6	-9.5
Cc1ccc(-c2csc(N(C)C(=O)c3c(C)nn(-c4ccccc4)c3Cl)n2)cc1	2.8	0.0	3.5	-4.9	-0.7	-9.4	-2.9	i	-10.2	8.0
COc1cc(Nc2c3c(nc4ccccc24)CCCC3)cc(OC)c1OC	13.4	-6.9	0.6	-5.4	-0.1	1.8	-3.8	i	-8.0	-6.5
COc1ccc(OC)c(-c2nc(C(=O)NC3CCN(Cc4ccccc4)CC3)cc3c2[nH]c2ccccc23)c1	5.5	27.6	-2.3	-12.7	1.5	-6.7	-32.7	i	12.2	6.2
COc1ccc(C2CC(c3ccccc3)Nc3nc(N)nn32)cc1 (stereo not given)	0.3	1.9	0.2	-1.6	4.9	-0.5	1.3	i	4.7	22.7
O=C(Nc1nccs1)c1cc(N2CCOCC2)nc2ccccc12	-0.2	6.0	-2.2	-5.7	-3.6	1.7	-2.1	i	-2.2	12.1
Cc1cccc(Cn2c(C(C)(C)C)cc3cccnc32)c1	-1.4	-4.2	4.4	-2.7	-6.0	-11.2	-1.1	i	-3.2	-9.7
